M1 antag – human CHRM1 antagonism. CHO-K1 hM1, Fluo-8 calcium fluorescence, ACh EC80 antagonist. AID 588852. 360,000 tested, 1.3% active. inhibition, % at 3 µM. P11229;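 active = percent inhibition above its own plate's cutoff, namely the mean of that plate's compound wells plus 3 SD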;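 note: peak over basal fluorescence ratio during 140 s after agonist addition; 0% = ACh EC80 plus DMSO and 100% = DMSO alone without agonist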
Target sequence (P11229 whole entry, looked up): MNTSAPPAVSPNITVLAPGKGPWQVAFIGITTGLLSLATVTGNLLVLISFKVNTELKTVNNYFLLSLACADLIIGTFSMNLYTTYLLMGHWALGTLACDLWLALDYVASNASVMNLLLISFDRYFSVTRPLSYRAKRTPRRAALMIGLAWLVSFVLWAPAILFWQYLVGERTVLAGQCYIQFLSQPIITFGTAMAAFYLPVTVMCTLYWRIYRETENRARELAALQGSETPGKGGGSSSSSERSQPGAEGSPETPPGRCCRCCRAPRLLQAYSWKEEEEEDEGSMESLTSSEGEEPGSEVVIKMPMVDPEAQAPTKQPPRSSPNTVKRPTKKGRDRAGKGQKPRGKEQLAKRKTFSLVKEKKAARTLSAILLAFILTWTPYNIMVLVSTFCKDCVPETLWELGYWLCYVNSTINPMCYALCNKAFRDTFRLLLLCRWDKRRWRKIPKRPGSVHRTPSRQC
TAAR1 antagonist – antagonists of human TAAR1. CHO RD-HGA16 TAAR1, Fluo-8 calcium fluorescence, antagonist. AID 624466. 360,000 tested, 1.5% active. inhibition, % at 3 µM. Q96RJ0;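 active = inhibition above a per-plate cutoff, the mean inhibition of test compounds on that plate plus 3 SD, cut at about 49% in these data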;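 note: 0% = DMSO plus EC80 beta-PEA response and 100% = DMSO alone without agonist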
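System: CHO RD-HGA16 cells bearing hTAAR1. Reagent: EC80 β-phenethylamine stimulus. Schedule: seeding 17-24 h prior, 75-min 37 °C, 30-min RT dye loading. Signal: Fluo-8 intracellular calcium dye fluorescence, real-time kinetic reads. Read-out: % inhibition from peak post-agonist over basal fluorescence ratio. Benchmarks: vehicle wells and EC80 agonist wells. Replicates: n of 1.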
TAAR1 ag – agonists of human TAAR1. 360,000 tested, 0.99% active. Q96RJ0. CHO RD-HGA16 TAAR1, Fluo-8 calcium fluorescence; vehicle wells 0%, saturating PEA agonist 100%. activation, % at 3 µM;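 active = activation above the mean activation of all test compounds in the run plus 3 SD, cut at about 38% in these data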
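Test system: RD-HGA16 (CHO) cells co-expressing Gα16 and hTAAR1 / Benchmarks: DMSO vehicle as 0%, PEA at EC100 as 100% / Repeats: no replicates (n 1) / Measure: % activation from peak over basal fluorescence ratio, DMSO-to-PEA scaled / Timing: 17-24 h plating, Fluo-8 75 min 37 °C, 30 min RT / Technique: kinetic Fluo-8 calcium fluorescence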
V1R ag counter – activates human V1a receptor in oxytocin agonist counter-screen | P37288 | CHO-V1R cells, Fluo-8 calcium fluorescence, agonist mode; 0% DMSO, 100% 3 nM vasopressin | activation, % at 3 µM | 320,000 tested, 0.25% active;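 active = activation above the mean activation of all tested compounds plus 3 SD, per screening run, cut at about 20% in these data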;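 note: signal is peak over basal fluorescence ratio across a 100 second FLIPR read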
Target sequence (P37288 whole entry, looked up): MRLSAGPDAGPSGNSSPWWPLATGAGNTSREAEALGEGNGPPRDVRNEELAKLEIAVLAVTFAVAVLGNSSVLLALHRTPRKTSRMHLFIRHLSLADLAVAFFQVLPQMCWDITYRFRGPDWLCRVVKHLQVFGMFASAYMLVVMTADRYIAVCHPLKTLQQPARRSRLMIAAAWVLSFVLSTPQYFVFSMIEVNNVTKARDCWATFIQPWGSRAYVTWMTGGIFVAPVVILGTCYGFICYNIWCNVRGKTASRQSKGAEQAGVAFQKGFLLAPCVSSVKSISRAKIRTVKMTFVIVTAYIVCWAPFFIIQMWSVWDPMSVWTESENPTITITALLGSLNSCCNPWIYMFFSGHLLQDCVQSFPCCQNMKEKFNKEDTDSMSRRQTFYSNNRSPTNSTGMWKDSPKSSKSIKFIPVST
OXTR ag – agonists of human oxytocin receptor; P30559; CHO-OTR cells, Fluo-8 calcium fluorescence; normalized: DMSO 0%, oxytocin 100%; activation, % at 3 µM; 320,000 tested, 0.32% active; AID 2435;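 active = activation above the mean of all tested compounds plus 3 SD, cutoff set per screening run, cut at about 20% in these data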;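 note: peak over basal fluorescence ratio from a 100 s FLIPR kinetic read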
OXTR potentiate – potentiators of human oxytocin receptor; activation, % at 3 µM; AID 2445; 320,000 tested, 0.061% active; P30559; CHO-OTR cells, Fluo-8 calcium fluorescence, potentiator mode; 0% = oxytocin EC15, 100% = EC100;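 active = activation above that plate's cutoff, the mean activation of tested compounds plus 3 SD, cut at about 6.6% in these data, passing the limit was not always enough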;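 note: 100% uses oxytocin at 75 nM as the full agonist control; some results filed as inactive read as strong as hits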
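Material: CHO-OTR cells, human receptor; compound dosing: single dose, 3.0 µM nominal final compound concentration; schedule: 6 min compound pre-incubation at room temperature, 100 s kinetic read; measured by: kinetic Fluo-8 calcium fluorescence; read-out basis: % activation vs EC15 and EC100 oxytocin; controls: EC15 oxytocin alone as 0%, 75 nM oxytocin as 100%; replicates: singlicate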
M1 PAM – positive allosteric modulators of human M1 muscarinic receptor; AID 588819; 360,000 tested, 0.088% active; activation, % at 3 µM; CHO-K1 hM1, Fluo-8 calcium fluorescence, ACh EC20; 0% = ACh EC20, 100% = maximal ACh; in the data active = activation above about 19%, passing the limit was not always enough
CHRM1 agonist – human M1 muscarinic receptor agonism | CHO-K1 hM1, Fluo-8 calcium fluorescence, agonist mode; 0% DMSO, 100% acetylcholine EC100 | activation, % at 3 µM | 360,000 tested, 0.33% active | AID 588814;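 active = activation above the run's mean compound activation plus 3 SD, cut at about 16% in these data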;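 note: peak over basal fluorescence ratio within a 140 s kinetic read after compound addition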
CHO parental Ca – counter-screen: ATP calcium response change in parental CHO cells; 330,000 tested, 0.63% active; inhibition, % at 5.6 µM; AID 463079; parental CHO-K1, ATP-induced calcium, Fluo-8 fluorescence;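 active = inhibition above that plate's mean sample inhibition plus 3 SD, cut at about 26% in these data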;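 note: 0% = ATP-challenged DMSO wells and 100% = DMSO wells without ATP; some compounds past the cut are filed as inactive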
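Measured by: calcium-sensitive Fluo-8 fluorescence / Test system: CHO parental line / Controls: ATP-challenged DMSO wells low, unchallenged DMSO wells high / Measure: % inhibition / Compound: single nominal dose of 5.6 µM per compound / Replicates: single well per compound, no replicates / Reagent: ATP as calcium-mobilizing challenge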
An asterisk follows results filed as active; / = no result given. Rows were taken by chance; any-hit rate near 3.7%.

compound	M1 antag	TAAR1 antagonist	TAAR1 ag	V1R ag counter	OXTR ag	OXTR potentiate	M1 PAM	CHRM1 agonist	CHO parental Ca
CCN(CC)S(=O)(=O)c1ccc(NCC2COc3ccccc3O2)c([N+](=O)[O-])c1 (stereo not given)	16	15	6	1.1	0.4	-7	-16	-6	0
CC1=NC(Nc2nc(C)c3ccccc3n2)=NC(C)(C)C1	13	5	5	-1.2	-0.1	3	-23	-7	-9
CN1CCN(Cc2nc3cc(NC(=O)COc4ccc([N+](=O)[O-])cc4)ccc3n2C)CC1	-3	-18	2	0.0	0.0	-9	0	-5	10
COc1ccc(/C=C(\C#N)C(=O)OCC(=O)NC2CC2)cc1	-9	-2	1	0.0	0.3	-12	9	-2	1
CCCNC(=S)NC1CC2CCCC(C1)N2Cc1ccc(F)cc1 (stereo not given)	48*	-20	-2	-1.1	-0.6	2	-23	-9	-22
CCOc1ccc(CCNC(=O)C(C)n2nc(C)n3c(cc4occc43)c2=O)cc1OCC (stereo not given)	-13	7	10	-1.1	-1.9	-5	12	-4	-18
COCCCNC(=O)[C@H](Cc1ccccc1)NC(=O)CC[C@H]1O[C@@H](n2ccc(=O)[nH]c2=O)[C@H](O)[C@@H]1O	-9	-4	4	/	/	/	7	-3	/
O=C(Nc1cccc2ccccc12)N(CCO)C1CCS(=O)(=O)C1 (stereo not given)	-7	-19	2	1.4	-0.3	-14	8	-1	-1
Cc1cc(C(=O)CSc2nnnn2-c2ccc(O)cc2)c(C)n1C	1	8	11	2.5	2.4	-12	2	-5	-10
C=C(C)CN(CC)C(=O)CC1C(=O)NCCN1CC(C)(C)C (stereo not given)	-12	-45	0	0.2	0.2	-8	5	-2	-2
COc1ccc(S(=O)(=O)N(C)CC(=O)NCCCN2CCOCC2)cc1Cl	3	-5	-2	-0.3	-0.1	-7	-4	-4	-12
CC(=O)c1ccccc1NC(=O)COC(=O)/C=C/c1ccc(C)o1	10	11	6	-1.6	-1.8	-7	-6	-6	-18
N/C(=N\OC(=O)C1CCCCC1)c1ccccn1	-18	5	5	-0.2	-1.1	-4	6	-4	-8
Cc1nnc(Oc2ccc([N+](=O)[O-])cc2)c2ccccc12	-11	-16	3	/	/	/	12	-4	/
CC(=O)Nc1ccc(S(=O)(=O)NCC(=O)OCc2ccccc2)cc1	1	4	1	0.8	-1.2	-2	3	-6	-7
Cn1c(=O)c2ccccc2n(Cc2ccccc2F)c1=O	1	23	6	1.7	2.9	-1	-4	-1	-16
O=c1cc(-c2cccc(F)c2)oc2ccccc12	-6	-1	-1	/	/	/	3	-2	/
CC1(C)NC(=O)N(CCCCOc2ccccc2[N+](=O)[O-])C1=O	/	/	/	0.6	-0.8	-6	/	/	-14
O=C(N/N=C\c1cc2c(cc1Cl)OCO2)c1ccc(Br)s1	-16	-32	2	-0.2	0.8	-1	15	1	-13
CCCCN(C)C(=O)C1CCN(Cc2cccc(OCc3ccccc3)c2)CC1	3	0	1	1.6	0.5	-13	-5	-8	-13
CCOC(=O)c1[nH]c2ccc(OC)cc2c1NC(=O)CCN1CCC(C)CC1	/	-6	12	0.5	0.0	-7	/	/	-12
Nc1cccc(-c2nc3ccc(C(=O)c4ccccc4)cc3[nH]2)c1	-18	17	3	1.7	0.5	-13	1	-7	5
COc1ccc(NC(=O)c2cc(C3CCCCN3S(=O)(=O)Cc3ccccc3)on2)c(C)c1 (stereo not given)	-2	0	-1	/	/	/	1	-7	/
Cc1ccc(SCC(=O)OCC(=O)NCCC2=CCCCC2)cc1	-5	-10	1	-1.1	-1.8	2	3	-5	-4
CCOc1ccc(CCNC(=O)CCn2nc(C)c3c(C)n(-c4ccccc4)nc3c2=O)cc1	-5	-35	1	0.9	0.3	-3	1	-3	-43

(more compounds)
compound	M1 antag	TAAR1 antagonist	TAAR1 ag	V1R ag counter	OXTR ag	OXTR potentiate	M1 PAM	CHRM1 agonist	CHO parental Ca
COC(=O)c1ccccc1NC(=O)C1CC(=O)N(c2ccccc2)C1 (stereo not given)	7	1	6	0.7	0.3	-5	-6	0	-16
CCCCNc1c(N)n(CCCC)c(=O)[nH]c1=O	/	/	/	-0.1	-1.0	-7	/	/	-12
CCn1c(SCc2ccc(Cl)cc2Cl)nc2nc3c(cc2c1=O)CCCC3	-15	0	12	-0.7	0.8	-9	6	-5	-22
O=C(CSc1nc2ccccc2[nH]1)NCc1ccc2c(c1)OCO2	-5	3	0	0.3	-0.6	-4	1	-7	-9
CCn1c(SCC(=O)N(C)C2CCCCC2)nc2cc(S(N)(=O)=O)ccc21	-9	-2	1	1.2	0.6	-7	6	-2	1
COC(=O)Cc1c(C)nc2nc(-c3cccnc3)[nH]n2c1=O	-8	0	13	-0.3	0.1	-14	7	-3	-9
Cc1ccc(-c2cc(C(=O)NCCCN3CCOCC3)c3ccccc3n2)cc1	-8	2	2	0.0	0.0	-4	9	-3	-28
CCN(CC(=O)Nc1ccc(C(=O)OC)cc1)Cc1ccccc1	-8	-12	12	2.1	-1.1	-12	5	-6	-25
CCCCOc1ccc(C(=O)NCC2(c3ccc(OC)cc3)CCOCC2)cc1	-10	13	-3	-1.3	-1.8	-2	8	-8	-17
Cc1ccc(C(=O)N/N=C\C=C\c2ccccc2[N+](=O)[O-])cn1	4	-12	1	1.0	-0.7	-2	9	-4	-2
O=C(O)CCCCCNc1nc(=S)[nH]c2ccccc12	-8	-1	2	-0.1	0.9	6	9	-3	-12
CCOc1ccccc1/C=C/C(=O)N1CCN(C(=O)c2ccco2)CC1	-5	12	1	0.4	0.6	3	4	-2	-22
CC(C(=O)O)n1cc(Cl)cn1 (stereo not given)	-8	2	5	0.8	-0.5	-5	9	-5	-6
COc1ccc(CCN2C(=O)C3C4C=CC(C3C2=O)C2C(=O)N(CCc3ccc(OC)c(OC)c3)C(=O)C42)cc1OC (stereo not given)	3	/	/	4.1	5.6	-5	-6	-3	-1
O=C(Nc1nnc(SCc2ccc(F)cc2)s1)C1Cc2ccccc2CN1C(=O)c1ccco1 (stereo not given)	3	0	3	2.8	0.2	-17	3	-2	-14
CCNC(=O)CCSc1nc(C)cc(C)n1	-3	-17	0	0.9	0.9	-4	5	0	-7
COC(=O)c1cc(NC(=O)CC(=O)c2cccc(N)c2)cc(C(=O)OC)c1	-11	19	0	/	/	/	8	-2	/
COc1ccc(NC(=O)CN2C(=O)C(c3ccccc3)=NC23CCCCCC3)cc1OC	-6	-3	10	-0.2	-1.3	-5	9	-5	-25
Nn1c(SCC(=O)N2CCCCCC2)nnc1-c1ccncc1	-7	-23	3	-0.2	-0.1	-7	4	-5	-9
CCCCC(=O)Nc1ccc(C(=O)NCCc2ccc(S(N)(=O)=O)cc2)cc1	-15	3	8	0.6	0.1	0	2	-6	7
Cc1ccc(NC(=O)COC(=O)C2COc3ccccc3O2)cc1 (stereo not given)	-3	5	6	-0.9	0.7	-5	3	-4	-1
CCN1C(=O)/C(=C/c2nc3ccccc3c(=O)n2-c2ccc(C)cc2)c2ccccc21	5	11	3	0.0	-0.8	-5	-3	-4	-19
CCC(C)c1ccc(OCCn2cc(/C=N/NC(=O)CSc3nnc(C)s3)c3ccccc32)cc1 (stereo not given)	-1	9	-1	-0.8	0.0	-7	3	-2	-14
Cc1cc2nc(-c3ccc(F)cc3)c(Cc3ccccc3)n2c(C)c1Br	5	-9	0	/	/	/	-8	-8	/
Cc1nn(C)c(C(=O)N/N=C/c2cccnc2)c1Br	-9	-10	2	1.6	0.2	2	6	-2	6

Next part:
compound	M1 antag	TAAR1 antagonist	TAAR1 ag	V1R ag counter	OXTR ag	OXTR potentiate	M1 PAM	CHRM1 agonist	CHO parental Ca
O=c1c(Cl)c(O)c2cccc3c4ccccc4n1c23	0	-7	4	-0.2	-0.4	-5	6	-3	-8
COc1ccc([C@H]2CC(=O)C=C(c3ccccc3OC)C2)cc1OC	15	36	9	2.1	1.9	-4	-10	-3	-13
Cc1ccn2cc(-c3ccc(Br)cc3)nc2c1	-21	-17	-3	-0.8	-2.1	-3	10	-5	-18
Cc1ccc(S(=O)(=O)NN=C2CC3CC2C2CCCC32)cc1 (stereo not given)	-13	-31	9	/	/	/	12	-1	/
CC(C)c1onc(C(=O)Nc2cccc(Cl)c2)c1[N+](=O)[O-]	-6	-2	2	1.4	-2.1	-14	-2	-9	-4
CCN(CC)CCN1C(=O)C(=O)/C(=C(/O)c2ccc(S(=O)(=O)N3CCOCC3)cc2)C1c1ccc(C)cc1 (stereo not given)	4	-5	2	-0.2	0.2	-5	-2	-5	-10
O=C(O)c1ccc(OCCn2ccnc2)cc1	-27	-13	2	1.3	1.6	1	2	0	-1
O=C(CSc1n[nH]c(=O)n1Cc1ccco1)c1ccc2c(c1)OCCO2	-15	-5	5	5.1	4.0	-10	13	-5	-3
Cc1ccc(S(=O)(=O)NCC(=O)OCCOc2ccc(Br)cc2)cc1	5	9	2	0.7	1.6	-10	0	0	-9
Cc1ccnc(NC(=O)CCC(=O)N(CC(=O)NC(C)(C)C)Cc2ccc3c(c2)OCO3)c1	2	-13	1	0.1	0.8	2	1	-2	-8
CCc1cc2cccc(C)c2nc1SCC(=O)NC1CCCC1	-5	-17	6	-0.5	-0.1	-1	10	-3	7
CC(=O)Nc1cc(-c2cccc(F)c2)cn2c(-c3ccc(S(C)(=O)=O)cc3)cnc12	-7	17	6	/	/	/	-6	1	/
O=C(CC1SC(=Nc2ccccc2)N(CCCO)C1=O)Nc1ccc(Cl)cc1 (stereo not given)	30*	/	/	13	11	-18	-10	1	66*
Cc1cc(C)nc(SCc2nnc(SCC(=O)O)n2-c2ccccc2)n1	-10	-8	5	-0.4	1.8	-3	13	-5	1
COc1ccc(C)cc1Nc1n[n+](C)c(-c2ccc(O)cc2O)s1	4	5	3	0.6	1.0	-2	-2	-4	-14
CC(C)N(C(=O)C(F)(F)F)C(C(=O)NC1CCCCC1)c1ccncc1 (stereo not given)	-13	-7	5	-0.7	0.2	-13	7	1	1
CC(=O)Nc1ccc(NC(=O)c2cccc(C(=O)OC(C)C)n2)cc1	-5	10	9	0.9	-1.0	-10	6	0	-11
CN(C)c1ccc(S(=O)(=O)N(C)C)cc1NC(=O)Cc1cccc2ccccc12	0	-8	7	1.5	1.0	-4	9	1	-10

Screening data (PubChem BioAssay)
